Pf gamet viab = late stage P. falciparum gametocyte viability inhibitors, primary screen, ATP luminescence, HTS. AID 743093, 2013. inhibition, % at 10.9 µM. P. falciparum stage V gametocytes, 24 h. 150,000 tested, 0.065% active;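 active = inhibition above the mean plus 3 SD of compounds within the control limits, set per campaign, cut at about 38% in these data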;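 also: 0% = DMSO wells and 100% = medium only without gametocytes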
Cdc42 wt = modulators of GTP binding to wildtype Cdc42, primary screen, biochemical, multiplex bead flow cytometry, Bodipy-GTP. GST-Cdc42 beads; actives lie on both sides. percent activity (GTP binding), % at 10 µM. 190,000 tested, 0.2% active. Cell division control protein 42 homolog (Homo sapiens), P60953. AID 761, 2007;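 active = percent activity GTP binding at least 20 points away from the 100% baseline, either down as inhibitor or up as activator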;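 also: median bead fluorescence of bound Bodipy-FL-GTP at 100 nM; 0% = excess unlabeled GTP control and 100% = no compound control; below 100% means less GTP binding so inhibitor and above means activator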
Target sequence (P60953 whole entry, looked up): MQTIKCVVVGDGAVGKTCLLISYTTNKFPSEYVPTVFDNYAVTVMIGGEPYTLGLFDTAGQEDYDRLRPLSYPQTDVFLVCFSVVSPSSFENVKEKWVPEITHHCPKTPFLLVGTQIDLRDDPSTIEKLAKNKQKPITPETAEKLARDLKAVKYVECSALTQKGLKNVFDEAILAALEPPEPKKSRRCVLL
Rab7 wt GTP bind = modulators of GTP binding to Rab7, primary screen, biochemical, wildtype, multiplex bead flow cytometry; 190,000 tested, 0.055% active; Rab7 GTPase wild type (dog), Bodipy-FL-GTP binding; GTP binding activity (percent of control), % at 10 µM; GST-Rab7 beads, fluorescent GTP binding; actives lie on both sides; untreated = 100%, excess cold GTP = 0%; AID 758, 2007;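 active = fluorescent GTP binding to Rab7 beads changed by at least 20 points from the 100% baseline, either direction, mostly lower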;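 also: median green fluorescence of bound Bodipy-FL-GTP per Rab7 bead population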
GSH fluor = compound fluorescence on glutathione beads, profiling panel, artefact control, biophysical, 488/530 nm, flow cytometry. GSH beads flow cytometry, compound fluorescence 488/530 nm; active compounds read high. fluorescence (KMESF) at 10 µM. 190,000 tested, 0.25% active. AID 1776, 2009; in the data active = fluorescence above about 89;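 also: glutathione beads carrying GST-tagged Bcl family fusion proteins plus one bare bead set; values are compound well signal with DMSO vehicle wells as background; inactives centre near 16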
HRas wt GTP bind = modulators of GTP binding to HRas wildtype, primary screen, biochemical, bead-based flow cytometry, multiplex. 190,000 tested, 0.14% active. GTPase HRas (Homo sapiens), P01112. GST-Ras wt beads, Bodipy-FL-GTP binding; actives lie on both sides. GTP binding activity, % at 10 µM;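 active = GTP binding activity at least 20% away from the 100% baseline, either lowered as inhibitor or raised as activator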;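 also: 0% = unlabeled GTP competition control and 100% = no-compound control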
Target sequence (P01112 whole entry, looked up): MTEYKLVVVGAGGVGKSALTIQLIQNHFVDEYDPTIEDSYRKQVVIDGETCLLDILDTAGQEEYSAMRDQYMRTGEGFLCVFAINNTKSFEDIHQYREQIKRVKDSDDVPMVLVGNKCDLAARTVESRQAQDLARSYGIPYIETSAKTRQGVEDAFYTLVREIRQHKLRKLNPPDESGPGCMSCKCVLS
Mcl1-Bid inh = Mcl-1/Bid binding inhibitors, primary screen, biochemical, TR-FRET, 1536-well; TR-FRET Mcl-1/Bid-Dy647 peptide binding; inhibition, % at 21.7 µM; 220,000 tested, 0.97% active; AID 1021, 2008;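 active = compounds that cut the binding signal by more than half at the single screening dose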;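 also: His-tagged Mcl-1 with europium anti-His antibody binding Bid BH3 peptide; 0% = Mcl-1 plus peptide wells and 100% = peptide-only wells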
Target sequence (Q07820 whole entry, looked up): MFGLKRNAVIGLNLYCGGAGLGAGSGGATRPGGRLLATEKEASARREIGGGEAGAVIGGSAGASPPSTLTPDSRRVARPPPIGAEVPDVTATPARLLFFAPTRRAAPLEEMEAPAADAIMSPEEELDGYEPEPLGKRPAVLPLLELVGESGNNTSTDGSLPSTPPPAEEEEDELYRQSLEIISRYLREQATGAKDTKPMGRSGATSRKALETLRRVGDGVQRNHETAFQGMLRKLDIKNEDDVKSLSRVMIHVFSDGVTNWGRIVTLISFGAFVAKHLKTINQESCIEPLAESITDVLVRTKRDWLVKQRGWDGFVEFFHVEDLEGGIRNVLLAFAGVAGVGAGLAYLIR
Mcl1 Noxa PPI = Mcl-1/Noxa binding inhibitors, primary screen, biochemical, TR-FRET, 1536-well. inhibition, % at 21.7 µM. 220,000 tested, 1.5% active. TR-FRET Mcl-1/Noxa peptide binding, 2 h. Induced myeloid leukemia cell differentiation protein Mcl-1 (Homo sapiens), Q07820. AID 1022, 2008;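 active = compounds that cut the protein-peptide binding signal by more than 50% relative to plate controls in a single-dose test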;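 also: His-tagged Mcl-1 with rhodamine Noxa BH3 peptide and terbium anti-His antibody; 0% = Mcl-1 plus Noxa peptide wells and 100% = peptide-only wells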
Rac1 wt modul = wildtype Rac1 GTP binding modulators, primary screen, biochemical, GST-Rac1 beads, flow cytometry, multiplex; Ras-related C3 botulinum toxin substrate 1 (Homo sapiens), P63000; fluorescent GTP binding; actives lie on both sides; 0 = cold GTP competed, 100 = untreated; GTP binding activity (% of control), % at 10 µM; 190,000 tested, 0.27% active; AID 757, 2007;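 active = GTP binding activity at least 20 points away from the 100% control level, either lower or higher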
Rab2 wt GTP = modulators of GTP binding to Rab2A wildtype, primary screen, biochemical, dog, bead-based flow cytometry, multiplex; GTP binding activity, % at 10 µM; Ras-related protein Rab-2A (Canis lupus familiaris), P61105; AID 760, 2007; GST-Rab2 wt beads, Bodipy-GTP binding; 190,000 tested, 0.19% active;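 active = GTP binding activity at least 20 points away from 100%, either lowered or raised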;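 also: 0% = beads with excess unlabeled GTP and 100% = no-compound control corrected for plate trend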
Rac1 act GTP bind = GTP binding modulators of activated mutant Rac1, primary screen, biochemical, bead-based flow cytometry, multiplex, fluorescent GTP. percent activity (GTP binding), % at 10 µM. 190,000 tested, 0.11% active. GST-Rac1 activated beads; actives lie on both sides; 100% means binding = to untreated wells. Ras-related C3 botulinum toxin substrate 1 (Homo sapiens), P63000. AID 764, 2007;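 active = GTP binding at least 20 percentage points away from the 100% baseline, in either direction, so actives lie on both sides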
Avidin bead fluor = green autofluorescence of compounds with avidin beads – biophysical, 488/530 nm, flow cytometry, artefact control, profiling panel. compound fluorescence 488/530 nm; active compounds read high. fluorescence (KMESF) at 10 µM. 220,000 tested, 0.38% active. AID 1775, 2009; in the data active = fluorescence above about 47; also: inactives centre near 10
An asterisk follows results filed as active; nt = no result given.

Each structure is followed by: Pf gamet viab | Cdc42 wt | Rab7 wt GTP bind | GSH fluor | HRas wt GTP bind | Mcl1-Bid inh | Mcl1 Noxa PPI | Rac1 wt modul | Rab2 wt GTP | Rac1 act GTP bind | Avidin bead fluor
> COc1cc(OC)cc(OCC(O)Cn2ccnc2C)c1 (centres undefined)
→ nt | 98 | 101 | 36 | 99 | -15 | 3 | 99 | 99 | 97 | 12
> CSc1ccc(C(=O)C2CCCN(C(=O)c3cccnc3SC)C2)cc1 (centres undefined)
→ 4 | 94 | 98 | 9 | 94 | -14 | -3 | 92 | 97 | 94 | 5
> CC(=O)N1CCCC(C(=O)c2ccc(Oc3ccccc3)cc2)C1 (centres undefined)
→ 15 | 94 | 102 | 8 | 96 | 1 | 17 | 100 | 95 | 94 | 9
> COc1cccc(NC(=O)CS(=O)(=O)c2cn(CC(=O)N3CCOCC3)c3ccccc23)c1
→ 5 | 98 | 94 | 23 | 98 | -8 | 10 | 101 | 98 | 94 | 9
> COc1ccc(/C(O)=C2/C(=O)C(=O)N(CCN(C)C)C2c2cccnc2)cc1C (centres undefined)
→ -2 | 102 | 99 | 9 | 99 | -23 | 14 | 102 | 99 | 97 | 9
> CC1Cc2ccccc2N1C(=O)CN(C)S(=O)(=O)c1cccc2cccnc12 (centres undefined)
→ nt | 98 | 96 | 19 | 97 | -10 | 8 | 98 | 96 | 98 | 10
> CCOc1ccc(N(C(C)C(=O)N/N=C(\C)C(C)(C)C)S(C)(=O)=O)cc1 (centres undefined)
→ 2 | 104 | 99 | 11 | 100 | -1 | 19 | 105 | 98 | 99 | 5
> COc1ccc(S(=O)(=O)NCCSCc2ccco2)cc1OC
→ -12 | 105 | 109 | 12 | 107 | -69 | 17 | 106 | 104 | 97 | 16
> Cc1ccc(N(CC(=O)Nc2cc(Cl)ccc2Oc2ccccc2)S(C)(=O)=O)cc1C
→ -5 | 102 | 105 | 16 | 104 | 4 | 2 | 109 | 103 | 102 | 9
> CCOC(=O)c1nnc(-c2ccc(C)cc2)nc1Sc1ccc(Cl)cc1
→ -6 | 101 | 100 | 36 | 101 | 55* | -9 | 101 | 100 | 99 | 5
> COCCNC(=O)C1CCC(=O)N(c2ccc(OC)cc2)C1c1ccc(OC)c(OC)c1 (centres undefined)
→ nt | 103 | 99 | 30 | 102 | -11 | 17 | 105 | 100 | 99 | 9
> O=C(Nc1cccnc1)c1cc(-c2cccs2)on1
→ nt | 102 | 105 | 14 | 103 | 2 | -23 | 102 | 102 | 98 | 9
> CCOC(=O)N1N=C(C)CC1(O)c1ccc(Cl)cc1 (centres undefined)
→ -8 | 95 | 108 | 27 | 100 | -7 | -3 | 100 | 104 | 93 | 9
> COc1c(Cl)ccc(Cl)c1C(=O)NC(=O)N1CCOCC1
→ -18 | 102 | 98 | 22 | 103 | 3 | -3 | 101 | 102 | 101 | 14
> C=CCNC(=O)/C(=C/c1ccccc1OCC)NC(=O)c1ccccc1
→ -10 | 97 | 103 | 10 | 105 | -9 | 3 | 103 | 103 | 102 | 6
> COc1ccc(/C=C/C2=CC(C)(C)NC(=S)N2)cc1OC
→ 7 | 97 | 99 | 11 | 96 | -64 | 0 | 100 | 96 | 96 | 24
> c1ccc2c(CSCc3nc4ccccc4[nH]3)cccc2c1
→ -23 | 98 | 100 | 8 | 102 | -12 | -2 | 100 | 97 | 96 | 9
> Cc1nc2ccccc2c2nc(NC(=O)Cc3ccccc3)nn12
→ -7 | 100 | 100 | 37 | 101 | 8 | -7 | 105 | 101 | 99 | 14
> CCN1CCN(C(c2ccccc2)c2nnnn2CCc2ccc(OC)c(OC)c2)CC1 (centres undefined)
→ -3 | 103 | 97 | 29 | 101 | 16 | 17 | 104 | 101 | 99 | 17
> CC(=O)c1cccc(NC(=O)C2CCCN2S(=O)(=O)c2cccc3cccnc23)c1 (centres undefined)
→ nt | 103 | 99 | 12 | 103 | -15 | 4 | 102 | 103 | 100 | 7
> Cc1noc(C)c1COc1ccc(C(=O)OCC(=O)OC(C)(C)C)cc1
→ -5 | 97 | 92 | 10 | 96 | -30 | -2 | 96 | 96 | 96 | 12
> COC(=O)c1ccc(OC)c(CSc2nnc(COc3ccc(OC)cc3)o2)c1
→ -16 | 99 | 98 | 33 | 98 | 10 | 15 | 97 | 97 | 96 | 9
> COc1ccc(N2CCN(C(=O)c3ccc(Br)cc3)CC2)c([N+](=O)[O-])c1
→ 8 | 97 | 96 | 19 | 97 | -13 | -6 | 99 | 96 | 95 | 12
> O=C(Nc1ccc(Cl)cc1)NC1CCS(=O)(=O)C1 (centres undefined)
→ 22 | 98 | 93 | 14 | 98 | -18 | 13 | 98 | 98 | 98 | 16
> COc1ccc(CN2C(=O)/C(=C/c3ccc(-c4ccc(Cl)c(C(=O)O)c4)o3)SC2=S)cc1
→ nt | 75* | 84 | 14 | 73* | 99* | 92* | 76* | 79* | 76* | 6
> c1ccc(Cn2ncc3c(N4CCOCC4)ncnc32)cc1
→ nt | 102 | 97 | 17 | 101 | -3 | 9 | 103 | 101 | 96 | 21
> Cc1ccc(S(=O)(=O)Nc2ccc(NC(=O)c3cccnc3)cc2)cc1
→ -11 | 99 | 99 | 8 | 98 | -8 | -4 | 99 | 100 | 97 | 9
> O=C(NCc1ccccn1)/C(=C/c1ccco1)NC(=O)c1ccccc1
→ 9 | 106 | 104 | 11 | 101 | -26 | 9 | 108 | 102 | 103 | 5
> O=C(COC(=O)/C=C/c1ccc(Cl)cc1Cl)Nc1cc(C(F)(F)F)ccc1N1CCOCC1
→ 15 | 94 | 92 | 8 | 95 | -12 | -5 | 95 | 97 | 96 | 4
> CCOc1ccc(-n2c(=S)sc3c(=O)[nH]c(SCC(=O)NCc4ccco4)nc32)cc1
→ 10 | 93 | 98 | 15 | 95 | 5 | 5 | 100 | 93 | 94 | 33

3 entries from above, ordered by the number in Avidin bead fluor, high to low.
molecule	Avidin bead fluor
O=C(Nc1ccc(Cl)cc1)NC1CCS(=O)(=O)C1 (centres undefined)	16
CC(=O)c1cccc(NC(=O)C2CCCN2S(=O)(=O)c2cccc3cccnc23)c1 (centres undefined)	7
COc1ccc(CN2C(=O)/C(=C/c3ccc(-c4ccc(Cl)c(C(=O)O)c4)o3)SC2=S)cc1	6

(further entries)
Each structure is followed by: Pf gamet viab | Cdc42 wt | Rab7 wt GTP bind | GSH fluor | HRas wt GTP bind | Mcl1-Bid inh | Mcl1 Noxa PPI | Rac1 wt modul | Rab2 wt GTP | Rac1 act GTP bind | Avidin bead fluor
> C/C=C/C(=O)OCC(=O)Nc1ccc(OC)c(OC)c1
→ 4 | 98 | 102 | 8 | 99 | -22 | 14 | 97 | 101 | 96 | 13
> CN(/N=C/c1cccs1)c1cc(=O)n(C)c(=O)[nH]1
→ 4 | 96 | 95 | 16 | 97 | -15 | -1 | 99 | 99 | 92 | 3
> CCOC(=O)C(=O)N1CCN(c2cc3c(cc2[N+](=O)[O-])n(C)c(=O)n3C)CC1
→ 6 | 100 | 99 | 20 | 98 | -19 | -2 | 98 | 97 | 98 | 12
> c1ccc(OCCOCCN2CCOCC2)cc1
→ nt | 102 | 102 | 17 | 103 | -3 | 13 | 111 | 103 | 100 | 8
> COc1cc(-c2nnc(CSc3nnc(Nc4ccc(Oc5ccccc5)cc4)s3)o2)cc(OC)c1OC
→ 3 | 98 | 94 | 10 | 93 | -10 | 4 | 96 | 91 | 95 | 7
> O=C(Cc1cccc(C(F)(F)F)c1)Nc1ccccc1
→ nt | 98 | 106 | 19 | 99 | -1 | 0 | 102 | 104 | 97 | 8
> CC1(C)CC(=O)C(C=NCC(O)c2ccccc2)=C(O)C1 (centres undefined)
→ -10 | 103 | 100 | 35 | 100 | -33 | 5 | 105 | 101 | 100 | 16
> N=C(N)Cc1ccccc1Sc1ccccc1
→ nt | 99 | 102 | 7 | 103 | -35 | 1 | 102 | 99 | 97 | 5
> Cc1c(N=Cc2cccs2)c(=O)n(-c2ccccc2)n1C
→ nt | 100 | 94 | 11 | 100 | -69 | 12 | 101 | 96 | 99 | 10
> COc1cccc(C(=O)Nc2cc(=O)n(C)c(=O)n2C)c1OC
→ nt | 102 | 101 | 18 | 102 | -16 | -10 | 108 | 103 | 100 | 5
> CCCOc1ccc(OCC(=O)c2[nH]c(C)c(C(C)=O)c2C)cc1
→ nt | 98 | 94 | 5 | 97 | 6 | 8 | 97 | 96 | 97 | 9
> CCN(CC)S(=O)(=O)c1ccc(C2=NOC3(C2)N(C)c2ccccc2C3(C)C)cc1 (centres undefined)
→ nt | 100 | 98 | 8 | 100 | -50 | 6 | 104 | 99 | 99 | 11
> CCCCNCC(O)(c1ccc(Cl)cc1)c1ccc(Cl)cc1
→ -17 | 93 | 106 | 10 | 97 | 1 | 13 | 98 | 97 | 94 | 11
> FC(F)(F)c1cnc(-c2cnc3c(-c4ccc(Cl)cc4)cnn3c2)c(Cl)c1
→ nt | 98 | 94 | 62 | 97 | -13 | -8 | 99 | 96 | 97 | 8
> Cn1c(CCN2CCCCC2)nc2cc([N+](=O)[O-])ccc21
→ nt | 105 | 97 | 5 | 102 | -8 | -12 | 104 | 101 | 101 | 8
> Cc1ccc(S(=O)(=O)c2nc(-c3cccs3)oc2SCC(N)=O)cc1
→ 0 | 100 | 99 | 9 | 101 | 6 | 41 | 102 | 99 | 101 | 11
> Cc1cc(C)nc(/N=C(\N)Nc2ccc(OCc3ccccc3)cc2)n1
→ 3 | 97 | 98 | 11 | 97 | -31 | -13 | 94 | 98 | 97 | 7
> CC(=O)C1=C(C)NC(SCC(N)=O)=C(C#N)C1c1ccco1 (centres undefined)
→ 6 | 96 | 95 | 9 | 97 | -20 | 14 | 98 | 97 | 96 | 5
> N#C/C(=C\c1c(N(Cc2ccccc2)Cc2ccccc2)nc2ccccn2c1=O)C(N)=O
→ -25 | 97 | 97 | 15 | 101 | 15 | 11 | 105 | 100 | 100 | 16
> CC(C)NC(=O)CCCc1cn(C)c2ccccc12
→ 8 | 111 | 107 | 24 | 110 | -105 | 12 | 106 | 109 | 101 | 15
> CCn1cc(C(=O)NCC2CCCO2)c(=O)c2cc(F)c(N3CCN(C)CC3)cc21 (centres undefined)
→ nt | 97 | 94 | 15 | 95 | 5 | 24 | 93 | 95 | 94 | 26
